FLuc counter = inhibits or activates purified firefly luciferase, miR-21 counter-screen; P08659; purified FLuc, Km substrates, luminescence inhibition; Potency, µM (titrated, usually from 57.5 µM), for the others: at the top dose activity change, negative = inhibition, most hits filed as inhibitors; hit rate 6.9% among 360,000;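 also: potency is read from the fitted curve at half-maximal effect; plate controls were vehicle for no effect and reference inhibitor for full effect; nearly all actives have a fitted effect of over 55% in size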
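Purified P. pyralis luciferase, 10 nM final, with Km-level 10 uM D-luciferin and 10 uM ATP in 50 mM Tris acetate pH 7.5, 10 mM Mg acetate, 0.01% Tween-20, 0.05% BSA; 6-point qHTS titration about 60 µM downward; luminescence read.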
Giardia killer = Giardia lamblia killing; activity change, % at 7.66 µM, hits read low; hit rate 0.15% among 340,000; Giardia lamblia trophozoite viability; in the data active = activity change below about -80%; inconclusive = between about -30% and that limit;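 also: parasites exposed to compound for two days anaerobically before the ATP read; % is scaled to controls: 0 for no effect and ±100 for the full control effect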
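Killing of trophozoites was scored by loss of ATP luminescence after a 48 hrs anaerobic exposure to compounds at 37 deg C, using 100 cells per well.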
VP16 counter = Gal4-VP16 reporter inhibition counter-screen; Drosophila S2 Gal4-VP16 UAS-luciferase, luminescence, 20 h; Potency, µM (top dose mostly 53.6 µM), inactives show at the top dose activity, negative = inhibition, hits mostly inhibitors; hit rate 3.5% among 310,000; AID 2546;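 also: Gal4-VP16 expression switched on by copper sulfate through the metallothionein promoter; potency is read from the fitted curve at half-maximal effect; % is scaled to controls: 0 for no effect and ±100 for the full control effect; nearly all actives have a fitted effect of over 50% in size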
PKM2 activator = PKM2 (human) enzyme activation | P14618 | purified PKM2, Kinase-Glo ATP luminescence, activation; response scale: 0% is enzyme alone, no compound | Potency, µM (series often up to 57.5 µM), for the others: at the top dose activation, usual class: activators | hit rate 0.34% among 260,000; also: potency is read from the fitted curve at half-maximal effect; % is scaled to controls: 0 for no effect and ±100 for the full control effect; nearly all actives have a fitted effect of over 55% in size
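ATP formation by purified human PK-M2, quantified via coupled luciferase luminescence after 1 h at room temperature with 0.1 mM ADP and 0.5 mM PEP final.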
Menin MLL FP TR = inhibitors of human menin-MLL interaction, mutant MLL peptide. hit rate 0.23% among 270,000. Potency, µM (doses to about 61.6 µM), for inactives: at the top dose FP activity change, negative = inhibition, actives largely listed as inhibitors. O00255. Menin + Texas Red MLL mutant peptide, fluorescence polarization. AID 1768; active = well fitted inhibition curve with a large enough effect in the polarisation, with a control signal flat, not every such curve was filed as active; inconclusive = small, poorly fitted or top-dose-only effect, or effect the other way, or a change in a side signal; inactive = no such curve, though single readings can be large or run the other way; the % refers to the polarisation; also: potency is read from the fitted curve at half-maximal effect; % of control where 0% means no effect; many of its hits are not listed in these tables
Target sequence (O00255 whole entry, looked up): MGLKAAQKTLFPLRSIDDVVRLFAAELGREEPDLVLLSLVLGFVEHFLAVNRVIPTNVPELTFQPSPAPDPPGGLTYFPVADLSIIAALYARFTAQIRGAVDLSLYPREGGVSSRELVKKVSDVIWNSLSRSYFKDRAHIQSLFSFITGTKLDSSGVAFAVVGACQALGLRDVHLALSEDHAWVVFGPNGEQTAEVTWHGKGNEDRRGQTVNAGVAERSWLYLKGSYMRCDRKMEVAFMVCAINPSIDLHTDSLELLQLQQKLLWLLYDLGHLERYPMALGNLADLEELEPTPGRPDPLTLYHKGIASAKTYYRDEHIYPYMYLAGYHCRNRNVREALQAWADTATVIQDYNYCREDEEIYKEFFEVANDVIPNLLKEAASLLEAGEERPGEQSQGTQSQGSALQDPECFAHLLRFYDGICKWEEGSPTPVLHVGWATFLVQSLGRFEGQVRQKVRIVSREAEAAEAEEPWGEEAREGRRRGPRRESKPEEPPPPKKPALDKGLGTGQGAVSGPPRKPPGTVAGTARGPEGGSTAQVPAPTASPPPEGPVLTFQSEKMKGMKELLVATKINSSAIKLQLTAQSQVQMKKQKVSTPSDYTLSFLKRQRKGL
NPC1 promoter act = NPC1 promoter activation | AID 485313 | Huh7 NPC1 promoter luciferase reporter, 24 h | Potency, µM (highest dose often 9.22 µM), for inactives: top-dose activation, hits mostly activators | hit rate 2.4% among 320,000;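 also: potency is read from the fitted curve at half-maximal effect; % of control where 0% means no effect; nearly all actives have a fitted effect of over 60% in size; reporter is driven by a mutant NPC1 promoter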
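Luminescence from an NPC1 promoter-driven luciferase reporter in stably transfected Huh7 cells was measured after 24 h compound treatment at 37 °C, followed by 10 min ambient incubation with luciferase detection reagent.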
ELG1 genotoxic = induces genotoxicity in HEK293T cells with luciferase-tagged ELG1; HEK293T ELG1-luciferase reporter, luminescence, 16 h; Potency, µM (highest dose often 46 µM), without a hit: top-dose activity change, positive = activation, hits mostly activators; hit rate 1.3% among 330,000; AID 504466; also: potency is read from the fitted curve at half-maximal effect; % of control where 0% means no effect; nearly all actives have a fitted effect of over 60% in size
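HEK293T cells expressing luciferase-tagged ELG1 were exposed to compound or DMSO vehicle for 16 hr at 37 °C and 5% CO2. Luciferase activity was then measured with ONE-Glo after 30 min at room temperature.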
BRCA1 expr act = increases BRCA1 expression; hit rate 1.1% among 380,000; MCF7-BRCA1-FFLuc reporter, luminescence, 48 h; response scale: scaled: vehicle 0%, 10 µM genistein 100%; Potency, µM (series often up to 46.1 µM), for inactives: at the highest dose activation, usual class: activators; also: potency is read from the fitted curve at half-maximal effect; nearly all actives have a fitted effect of over 80% in size; some results filed as inactive show a strong effect at the top dose
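Quantitative HTS in MCF7 cells stably reporting BRCA1 expression via firefly luciferase. Compound treatment lasts 48 h at 37 °C in phenol-red free MEM. Activation is expressed relative to genistein at 10 microM and DMSO.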
p53 reactivation = mutant p53 re-activation in reporter cells. H1299 p53-A138V BP100-luciferase reporter, luminescence, 24 h. Potency, µM (titrated, usually from 92.2 µM), for the others: top-dose activity change, positive = activation, hits mostly activators. hit rate 0.063% among 320,000; also: potency is read from the fitted curve at half-maximal effect; % of control where 0% means no effect; nearly all actives have a fitted effect of over 45% in size
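p53-null H1299 cells stably carrying temperature-sensitive p53-A138V and a BP100-luciferase reporter were pinned with compounds (4-point, 1:5 series) and held 24 hrs at 37 deg C. Luminescence was read 10 min after detection reagent.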
Rab9 prom act = activators of Rab9 promoter | Huh7 Rab9 promoter-luciferase reporter, luminescence, 24 h | Potency, µM (series often up to 9.22 µM), inactives show at the highest dose activation, negative = inhibition, hits mostly activators | hit rate 2.8% among 320,000 | AID 485297; also: potency is read from the fitted curve at half-maximal effect; % of control where 0% means no effect; nearly all actives have a fitted effect of over 60% in size
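Cell-based reporter: Huh7 stable for Rab9 promoter-driven luciferase, plated in reduced-serum medium with 10% FBS at 1500 cells/well, compound-treated 24 h at 37 °C, luminescence read after 10 min reagent.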
RORg inh = inhibitors of mouse ROR gamma transcriptional activity. P51450. Drosophila S2 Gal4-RORgamma UAS-luciferase reporter, 20 h. Potency, µM (highest dose often 53.6 µM), for the others: at the highest dose activity change, negative = inhibition, hits mostly inhibitors. hit rate 5.4% among 310,000; also: potency is read from the fitted curve at half-maximal effect; % is scaled to controls: 0 for no effect and ±100 for the full control effect; nearly all actives have a fitted effect of over 60% in size
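Schneider cells (Drosophila), stable Gal4 DBD–ROR gamma + UAS-luc; 1 hr cmpd preincubation; Cu2+ induction 700 uM final; 20 hr ambient; luminescence.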
* hit, by the source's call; ? = inconclusive; / = no result given; [ ] = dose if it differs, or a comment. Unless noted, calls follow the shape of the dose curve; as a rule, active = well fitted curve in the direction sought with a large enough effect; inconclusive = small, poorly fitted or top-dose-only effect, or another doubt; inactive = no such curve, though single readings can be large; an effect the other way counts as inactive or inconclusive. Some of the compounds tested (hit frequency here may not be typical).

SMILES	FLuc counter	Giardia killer	VP16 counter	PKM2 activator	Menin MLL FP TR	NPC1 promoter act	ELG1 genotoxic	BRCA1 expr act	p53 reactivation	Rab9 prom act	RORg inh
Cc1ccsc1C(=O)N(C)CC(=O)N(CC(C)C)c1c(N)n(CC(C)C)c(=O)[nH]c1=O	11.2%	16.0	/	/	/	-6.3%	-3.0%	-10.2%	3.5%	-4.5%	/
CCOC(=O)Cn1c(O)c(N=NC(=O)OC)c2ccccc21	2.6%	-9.0	-4.8%	-0.5%	/	2.3%	0.3%	-0.2%	0.8%	2.7%	28.8%
CCCNS(=O)(=O)c1cccc(C(=O)NNC(=O)c2cc(C)oc2C)c1	9.0%	14.5	/	/	/	0.0%	0.7%	-13.2%	4.2%	0.0%	/
CN1CCN(CCC(=O)N/N=C/C=C2\N(C)c3ccccc3C2(C)C)CC1	-0.8%	3.7	5.5%	-3.8%	3.5%	8.1%	0.0%	5.1%	-3.8%	12.3%	-29.2%
Cc1ccc(S(=O)(=O)N2CCOCC2)cc1C(=O)NCc1cccnc1	7.7%	9.1	6.9%	0.1%	/	0.0%	-0.1%	-5.7%	2.2%	-4.7%	-28.3%
COc1ccc(C(=O)C2CCCN(C(=O)CCNC(C)=O)C2)cc1OC (stereo not drawn)	-6.5%	1.3	-13.4%	0.1%	-6.5%	-0.3%	-0.7%	6.9%	-5.5%	9.3%	15.8%
CN(C)C=Nc1nonc1-c1ccccc1	0.2%	1.1	3.0%	-1.4%	/	-8.5%	0.9%	10.1%	0.0%	11.6%	18.0%
CCCCN(CC)CCNC(=O)c1cc2cc3ccc(Cl)cc3nc2o1	-1.1%	17.4	3.1%	/	-4.1%	0.1%	-2.7%	-23.1%	0.3%	-7.4%	4.7%
CCOc1cccc(C(=O)NC2CCCCC2)c1	3.4%[2.3 µM]	5.7	-1.6%	-4.7%	-3.7%	20.1%	?	?	?	?	6.4%
O=C(Oc1ccccc1)c1ccc2c(c1)C(=O)N(Cc1ccncc1)C2=O	-1.1%	3.5	-24.4%	-0.6%	/	-1.1%	-0.4%	-1.4%	0.8%	-1.4%	?
Cc1ccc(OCC(=O)Nc2ccc(C)c(S(=O)(=O)N3CCCCC3)c2)c([N+](=O)[O-])n1	-0.4%	?	?	2.6%	-1.8%	-3.7%	-4.1%	-30.8%	-3.3%	-3.1%	-7.2%
NS(=O)(=O)c1ccc(CCNC(=O)CCC(=O)c2cccs2)cc1	-0.4%	3.0	/	/	/	-8.5%	-1.2%	1.8%	?	-3.9%	/
Cc1ccc(OCC(=O)Nc2ccc(F)cc2)c([N+](=O)[O-])n1	12µM*	?	-0.3%	-1.5%	5.5%	?	?	82.4%	3.2%	3.55µM*	0.2%
CN(c1ccccc1C(=O)Nc1ccc2c(c1)OCCO2)S(C)(=O)=O	2.5%	-5.1	3.0%	-7.5%	7.8%	-1.3%	0.6%	2.3%	10.2%	10.0%	8.0%
C=CCNC(=O)CSc1nc2sc3c(c2c(=O)n1CCC)CCC3	-1.3%	28.0	-12.7%	-1.7%	-6.9%	-5.9%	-9.8%	-6.9%	-8.4%	-6.2%	?
CC(C)C1Cc2c(sc3[nH]c(=S)n(Cc4ccccc4)c(=O)c23)CO1 (stereo not drawn)	4.8%	3.8	0.562µM*	-0.9%	?	-0.6%	-11.8%	-39.1%	-1.4%	-9.7%	0.447µM*
CCCCn1c(N)c(Sc2ccc(Cl)cc2)c(=O)[nH]c1=O	3.1%	1.5	4.6%	?	-2.7%	-1.3%	-0.5%	-20.2%	-2.1%	-4.6%	39.7%
CCOC(=O)C1=C(C)NC(=S)N(C(C)=O)C1c1ccccc1 (stereo not drawn)	-1.9%	15.9	?	-17.2%	12.7%	0.8%	-7.3%	-24.2%	-5.3%	2.2%	?
CC1(C)SC(=S)N(c2ccccc2)C1/[N+]([O-])=C/c1cccc([N+](=O)[O-])c1 (stereo not drawn)	0.6%	-6.5	-0.1%	?	/	0.4%	0.3%	13.2%	0.8%	-2.0%	9.7%
CCCn1cc2c(c1-c1cccc(C)c1)c(=O)n(C)c(=O)n2C	-1.9%	7.6	-9.9%	4.5%	3.1%	-0.3%	1.8%	1.1%	2.6%	-2.9%	-28.0%
O=C(CSc1nnc(Cn2nnc3ccccc32)o1)Nc1ccc(Cl)cc1	-0.4%	3.7	-1.4%	1.6%	-0.2%	-0.7%	0.1%	-7.9%	-8.3%	-2.7%	1.7%
COCCCNC(=O)c1cn(C)c(=O)c2cc(OC)c(OC)cc12	-0.2%	-4.6	-4.6%	-3.9%	5.4%	-6.4%	0.2%	9.7%	-9.7%	-4.6%	-14.8%
C/C(=N\Nc1ccc2nncn2n1)c1ccccn1	-12.5%	2.0	?	-7.5%	/	-14.3%	?	-82.1%	?	-27.3%	8.91µM*
O=S(=O)(Nc1ccccn1)c1ccc(C2CCCCC2)cc1	5.1%	6.0	-14.2%	0.0%	1.2%	1.0%	1.9%	-14.8%	16.0%	-13.3%	8.8%
Cc1onc(-c2ccccc2)c1C(=O)OCC(=O)NCc1ccc(F)cc1	2.0%	31.8[activator]	5.9%	/	-5.2%	-0.1%	-0.2%	-25.4%	-10.0%	-2.3%	21.8%
Next part.
SMILES	FLuc counter	Giardia killer	VP16 counter	PKM2 activator	Menin MLL FP TR	NPC1 promoter act	ELG1 genotoxic	BRCA1 expr act	p53 reactivation	Rab9 prom act	RORg inh
Cc1ccc(C(C)NC(=O)CSc2ccc(S(=O)(=O)N3CCOCC3)cn2)cc1C (stereo not drawn)	0.3%	-10.8	/	/	/	-2.0%	-0.5%	-27.9%	-8.4%	3.4%	/
COc1ccc2[nH]c(=O)c(CN(CC3CCCO3)C(=S)Nc3ccccc3)cc2c1 (stereo not drawn)	-0.1%	2.5	-18.8%	-7.2%	0.1%	-4.3%	-0.2%	-13.3%	-1.0%	-7.3%	-8.6%
CCOC(=O)c1sc(N2N=C(C)C(N=Nc3cccc(C)c3)C2=O)nc1C (stereo not drawn)	6.75µM*	-17.7	?	4.0%	/	20.8%	-2.7%	-12.4%	-0.6%	14.8%	11.2µM*
Cc1nnc(SCC(=O)O)o1	-1.5%	18.5	6.5%	-1.2%	4.6%	-8.8%	0.3%	0.0%	-3.0%	-6.4%	0.6%
CC(C)CC(=O)Nc1cccc(C(=O)Nc2ccccc2C(=O)O)c1	15.1µM*	17.6	-6.9%	-3.5%	-0.9%	-1.5%	-1.5%	12.4%	11.8%	-3.2%	-8.9%
COCCn1c(N)c(N(Cc2ccccc2)C(=O)CSCC(=O)Nc2ccc(C)cc2)c(=O)[nH]c1=O	2.7%	20.2	/	/	/	8.4%	1.6%	-2.9%	-1.1%	-4.6%	/
COc1ccc(C2=NN(C(N)=S)C(c3ccco3)C2)cc1 (stereo not drawn)	?	-19.9	?	18.0%	?	18.5%	6.6%	?	1.6%	22.6%	10µM*
CCC(=O)N/N=C(\C)CC(=O)Nc1cc(Cl)ccc1C	3.5%	0.4	-3.8%	-1.6%	-2.2%	-1.9%	0.0%	-13.7%	-9.6%	-7.5%	-3.9%
Cc1ccc(OCCCCN2CCc3ccccc3C2)c(C)c1	-0.1%	20.8	5.2%	-1.8%	-10.7%	0.8%	-5.3%	-25.4%	/	-1.1%	9.0%
CCC(=O)Nc1cccc(C2=NOC3(C2)C[C@@H](C(N)=O)N(C(=O)c2ccccc2C(=O)c2ccccc2)C3)c1 (stereo partly drawn)	-1.7%	-6.5	6.2%	-3.0%	/	-35.6%[inhibitor]	9.0%	16.9%	4.4%	-3.2%	-20.6%
COc1ccc(NC(=O)c2cc3c(s2)CCC3)cc1S(=O)(=O)N1CCOCC1	?	1.1	1.8%	6.0%	?	1.5%	-7.8%	-42.3%	-0.6%	-2.9%	?
O=C(NC1CCCC1)C(c1ccncc1)N(Cc1ccco1)C(=O)c1ccc(-c2ccccc2)[nH]1 (stereo not drawn)	-18.9%	-0.5	14.1%[10 µM]	?	1.8%	-6.3%	-0.6%	-26.1%	?	-3.2%	?
C[C@@]12CCC=C[C@H]1[C@H](c1ccc3ccccc3c1/C=C/c1ccccc1)N(Cc1ccccc1)C2=O	5.3%	8.7	1.6%	-2.7%	/	-9.4%	-0.1%	14.9%	4.7%	-7.8%	-5.2%
CCN(C(=O)COC(=O)c1cc(-c2ccccc2)nn1-c1ccccc1)C1CCS(=O)(=O)C1 (stereo not drawn)	-8.5%	27.5	-8.6%	1.2%	-2.1%	-0.7%	0.9%	29.6%	-1.3%	-3.8%	-9.1%
